# Bioassay records as filed in PubChem BioAssay.
# TRPC4 PAM: allosterically enhances the mouse TRPC4 cation channel; Q9QUQ5; HEK293 TRPC4beta/mu-opioid, DAMGO EC20, Fluo-4 Ca2+ flux; hits give high values; 310,000 tested, 0.42% active; B-score at 10 µM;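 active means B-score of calcium response area above 5 SD of library B-scores, with initial fluorescence ratio within 5 SD of library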;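 further: B-score of integrated fluorescence ratio over time as area under calcium response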
# MrgX1 antag: human MrgX1 receptor antagonism, primary screen. MRGX1-HEK293 calcium flux, Fluo-4, BAM8-22 antagonism; hits give low values. B-score at 10 µM. 310,000 tested, 1.3% active;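 active means calcium-response B-score plate-corrected more than 3 library SD below zero, starting fluorescence within 5 deviations, no agonist response on first addition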;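 further: peak minus trough fluorescence over baseline after final BAM8-22 challenge near maximal dose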
# RGS4 inh: human RGS4 inhibition | 310,000 tested, 0.45% active | B-score at 10 µM | P49798 | HEK293 M3R/RGS4 inducible, Fluo-4 calcium flux; hits give high values; triggered by carbachol at its EC20;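 active means B-score, a plate-corrected calcium signal, over three deviations above library mean, with baseline fluorescence within five deviations of library mean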;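 further: RGS4 expression induced by doxycycline in cells with stable M3 receptor; B-score is computed from the integrated fluorescence ratio over baseline after carbachol; higher B-score means a larger calcium signal and so more RGS4 inhibition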
# Target sequence (P49798 whole entry, looked up): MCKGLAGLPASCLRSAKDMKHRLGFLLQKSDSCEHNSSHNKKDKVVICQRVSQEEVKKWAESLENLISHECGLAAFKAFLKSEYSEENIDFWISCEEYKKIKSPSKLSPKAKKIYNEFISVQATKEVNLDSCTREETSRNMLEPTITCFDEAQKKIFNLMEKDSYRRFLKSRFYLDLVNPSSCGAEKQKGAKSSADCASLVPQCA
# TRPC6 inhibitor: mouse TRPC6 channel inhibition; 310,000 tested, 1.1% active; B-score at 10 µM; HEK293-TRPC6, membrane potential dye, ACh-evoked depolarization; hits give low values; Q61143;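 active means B-score under library mean minus 3 SD, initial fluorescence not abnormally high, positive integrated signal ratio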;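 further: B-score derived from integrated fluorescence ratio over the kinetic read; more negative B-score means stronger inhibition of depolarization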
# Target sequence (Q61143 whole entry, looked up): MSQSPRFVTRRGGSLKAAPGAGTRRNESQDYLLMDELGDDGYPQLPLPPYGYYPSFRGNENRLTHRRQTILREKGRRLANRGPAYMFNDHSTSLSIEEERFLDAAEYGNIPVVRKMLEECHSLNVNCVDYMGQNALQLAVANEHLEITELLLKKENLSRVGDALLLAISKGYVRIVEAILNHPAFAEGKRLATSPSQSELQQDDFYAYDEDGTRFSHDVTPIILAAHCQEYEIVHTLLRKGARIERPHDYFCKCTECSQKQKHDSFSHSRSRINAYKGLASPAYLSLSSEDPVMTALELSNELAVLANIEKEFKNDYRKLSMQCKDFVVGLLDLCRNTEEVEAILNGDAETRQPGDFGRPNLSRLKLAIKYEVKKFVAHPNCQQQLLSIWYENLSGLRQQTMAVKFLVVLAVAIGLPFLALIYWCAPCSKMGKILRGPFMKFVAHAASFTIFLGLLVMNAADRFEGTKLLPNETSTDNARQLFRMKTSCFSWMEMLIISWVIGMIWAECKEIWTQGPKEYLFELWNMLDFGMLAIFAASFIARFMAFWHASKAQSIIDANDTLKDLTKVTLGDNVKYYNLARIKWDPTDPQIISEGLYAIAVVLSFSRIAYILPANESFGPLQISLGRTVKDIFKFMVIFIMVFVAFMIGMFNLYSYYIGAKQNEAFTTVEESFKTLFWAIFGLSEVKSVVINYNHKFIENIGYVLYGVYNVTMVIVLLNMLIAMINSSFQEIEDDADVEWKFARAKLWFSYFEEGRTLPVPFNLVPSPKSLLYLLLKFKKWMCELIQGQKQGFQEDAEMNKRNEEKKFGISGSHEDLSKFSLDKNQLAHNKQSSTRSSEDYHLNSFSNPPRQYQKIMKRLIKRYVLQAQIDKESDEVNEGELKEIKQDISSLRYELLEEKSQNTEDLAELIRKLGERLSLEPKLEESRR
# TRPC6 activator: mouse TRPC6 channel activation | Q61143 | HEK293-TRPC6 membrane potential dye fluorescence; hits give high values | B-score at 10 µM | 310,000 tested, 0.13% active;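 active means B-score of the integrated fluorescence ratio above library mean plus 3 SD, and starting fluorescence ratio within library mean plus 5 SD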;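 further: higher score means more depolarization so channel activation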
# ANO1 block: mouse TMEM16A channel inhibition, primary screen; 310,000 tested, 1.2% active; normalized B-score (activity score, 25-100; higher = stronger inhibition) at 10 µM; HEK293 TMEM16A/YFP iodide influx fluorescence, ionomycin;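 active means ratio plate-corrected score three or more library SD toward inhibition, starting fluorescence score within five deviations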;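 further: score derived from kinetic fluorescence span divided by baseline fluorescence per well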
# MrgX1 PAM: human MrgX1 positive allosteric modulation, primary screen; 310,000 tested, 0.63% active; MrgX1-HEK293, Fluo-4 calcium flux, FDSS; hits give high values; B-score at 10 µM; Q96LB2;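 active means plate-corrected calcium response at least 3 library SD above typical, normal starting fluorescence, not activating the receptor alone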;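 further: compound read alongside a low EC10 to EC30 dose of BAM8-22 agonist; peak minus trough fluorescence over baseline measured at the second addition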
# ANO1 activ: activates or potentiates the mouse TMEM16A chloride channel. B-score at 10 µM. 340,000 tested, 0.3% active. HEK293 TMEM16A/YFP-H148Q/I152L, iodide quench fluorescence; hits give low values. Q8BHY3;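 active means fluorescence-ratio B-score plate-corrected deviation score at least 3 library SD below zero, with starting fluorescence score within 5 deviations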;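 further: channel opened by trigger with iodide after compound preincubation; score built on the fluorescence ratio of max minus min over baseline; more negative score means more quench and so TMEM16A activation or potentiation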
# TRPC4 block: inhibitors of mouse TRPC4 channel; B-score at 10 µM; 300,000 tested, 0.39% active; AID 2247; Q9QUQ5; HEK293 TRPC4beta/mu-opioid, DAMGO-evoked Fluo4 calcium flux; hits give low values;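 active means B-score over 3 SD under the library average, no early fluorescence shift, positive overall ratio signal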
#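 Assay system – HEK293 line stably carrying TRPC4beta and mu-opioid receptor · Doses – single dose · Detection – Fluo4 calcium-dye fluorescence, kinetic read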
# TRPC4 agonist: activators of mouse TRPC4 channel | Q9QUQ5 | HEK293 TRPC4beta/mu-opioid, Fluo4 calcium fluorescence; hits give high values | B-score at 10 µM | 310,000 tested, 0.49% active | AID 2237;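 active means B-score above 5 SD of library B-scores, and initial fluorescence ratio not above library mean plus 5 SD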;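 further: positive B-score marks a calcium rise read as TRPC4 activation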
#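 Incubation: 45 min room-temperature Fluo4 loading, 110 s read / System: HEK293 cells stably co-expressing mouse TRPC4beta and mu-opioid receptor / Signal: Fluo4 fluorescence, kinetic / Control set: buffer (low) and maximal DAMGO (high) / Measure: integrated baseline-normalised fluorescence ratio, converted to per-well B score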
# MrgX1 ag: human MrgX1 receptor agonism, primary screen. MrgX1-HEK293 cells, Fluo-4 calcium fluorescence, agonist mode; hits give high values. B-score at 10 µM. 310,000 tested, 0.44% active;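 active means calcium response B-score plate-corrected fluorescence ratio at least 3 library SD, with starting fluorescence B-score inside 5 SD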
#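 times = overnight plating, then 30 min 37 °C plus 30 min room-temperature dye loading | assay system = stable human MrgX1 HEK293 cell line | input = fifteen thousand cells per well | signal = kinetic calcium dye fluorescence, Fluo-4 NW | dosing = compound delivered in addition one of three | read-out = B-scored fluorescence response ratio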
# An asterisk follows results filed as active; i = inactive; . = not tested or not shown. Rows were taken by chance, and some 5.8% of all compounds hit somewhere here.
SMILES,TRPC4 PAM,MrgX1 antag,RGS4 inh,TRPC6 inhibitor,TRPC6 activator,ANO1 block,MrgX1 PAM,ANO1 activ,TRPC4 block,TRPC4 agonist,MrgX1 ag
CCC(=O)Oc1ccc(C(=O)Nc2ccc3c(c2)OCO3)cc1,i,i,i,i,i,i,i,i,i,i,i
O=C(CN1CCN(Cc2ccccc2)C1=O)NCc1cccs1,i,i,i,i,i,i,i,i,i,i,i
COc1cccc(NC(=O)N2CCCC2C(=O)NCC(C)C)c1 (configuration not stated),i,i,i,i,i,i,i,i,i,i,i
C=CCn1c(N)cc(=O)nc1SCC(=O)N1CCN(c2ccc(F)cc2)CC1,i,i,i,i,i,i,i,i,i,i,i
O=C(CSc1nnc(C2CC2)n1Cc1ccccc1)N1CCN(S(=O)(=O)c2ccccc2)CC1,i,i,i,i,i,i,i,i,i,i,i
COc1ccc(O)c(C(=O)c2cnn(C(=O)c3cc(C)oc3C)c2)c1,i,i,i,i,i,i,i,i,i,i,i
CC(Oc1ccc(Cl)cc1Cl)C(=O)/C=C/N(C)C (configuration not stated),i,i,i,i,i,i,i,i,i,i,i
O=C(O)c1ccc(CN(c2ccccc2)S(=O)(=O)c2ccccc2)cc1,i,i,i,i,i,i,i,i,i,i,i
COc1cc(C(=O)NCc2ccncc2)cc(OC)c1OC,i,i,i,i,i,i,i,i,i,i,i
CNC(=O)NCCN1CCCC1=O,i,i,i,i,i,i,i,i,i,i,i
O=C1C(c2ccncc2)N(CCC2=CCCCC2)C(=O)CN1C1CCCCC1 (configuration not stated),i,i,i,i,i,i,i,i,i,i,i
Cc1cc(C)cc(NC(=O)CSCc2nc3c(nnn3Cc3ccc(F)cc3)c(=O)[nH]2)c1,i,i,i,i,i,25*,i,i,i,i,i
O=C(c1cccs1)N1CCN(S(=O)(=O)N2CCCCC2)CC1,.,i,.,.,.,i,i,i,.,.,i
CCC(=O)NC(=S)Nc1ccc(NC(=S)NC(=O)c2ccc(C)cc2)cc1,i,i,i,i,i,i,i,i,i,i,i
CNCC(=O)N(CC(C)C)c1c(N)n(CC(C)C)c(=O)[nH]c1=O,i,i,i,i,i,i,i,i,i,i,i
CCN(CC)CCN1C(=O)C(O)=C(C(=O)c2sc(C)nc2C)C1c1cccnc1 (configuration not stated),i,i,i,i,i,i,i,i,i,i,i
CC1CC(C)CN(CC(O)COc2ccc3c(c2)CCC3)C1 (configuration not stated),i,i,i,i,i,i,i,i,i,i,i
Cc1cccc(-c2ccc(NC(=O)C3CCN(CC4CC4)CC3)cc2)c1,i,i,i,i,i,i,i,i,i,i,i
CCOC(=O)CNC(=S)n1cnc(N)n1,i,i,i,i,i,i,i,i,i,i,i
CC(=O)C1C(c2ccc3ncccc3c2)NC(=O)NC1(O)C(F)(F)F (configuration not stated),i,i,i,i,i,i,i,i,i,i,i
COC1=CC(=O)OC12CCCCC2,i,i,i,i,i,i,i,i,i,i,i
CC(C)CN1CCC(=O)N(CCOc2ccccc2)CC1,i,i,i,i,i,i,i,i,i,i,i
CN(C(=O)COC(=O)CNC(=O)C12CC3CC(CC(C3)C1)C2)c1ccccc1,i,i,i,i,i,i,i,i,i,i,i
CCn1c(C)nc2cc(C(=O)N=Nc3c(O)[nH]c4ccccc34)ccc21,i,i,i,i,i,i,i,.,i,i,i
CCCCCN(C(=O)CCC(=O)OCc1cccc(C(F)(F)F)c1)c1c(N)n(CCCC)c(=O)[nH]c1=O,i,i,i,i,i,i,i,i,i,i,i
SMILES,TRPC4 PAM,MrgX1 antag,RGS4 inh,TRPC6 inhibitor,TRPC6 activator,ANO1 block,MrgX1 PAM,ANO1 activ,TRPC4 block,TRPC4 agonist,MrgX1 ag
CC(=O)NC(Cc1cccc(C)c1)C(=O)NC1CCN(S(=O)(=O)c2ccccc2)CC1 (configuration not stated),i,i,i,i,i,i,i,i,i,i,i
CN1CCN(NC(=O)CC(C)(C)C)CC1,i,i,i,i,i,i,i,i,i,i,i
COc1cc(C2C3=C(Nc4ncnn42)c2ccccc2CC3)cc(OC)c1OC (configuration not stated),i,i,i,i,i,i,i,i,i,i,i
COc1cc(C2/C(=C(\O)c3ccc4c(c3)CC(C)O4)C(=O)C(=O)N2CCCn2ccnc2)cc(OC)c1OC (configuration not stated),i,i,i,i,i,i,i,i,i,i,i
COC(=O)[C@H](Cc1ccccc1)NC(=O)NCc1ccccc1OC,i,i,i,i,i,i,i,i,i,i,i
Cc1ccc(NC(=O)c2cccs2)cc1,i,i,i,i,i,i,i,i,-6*,77*,i
COn1c(-n2nc(C)cc2C)nc2ccccc2c1=O,i,i,i,i,i,i,i,i,i,i,i
Cc1nc(-c2cccc(NC(=O)c3ccc(Br)o3)c2)cs1,i,i,i,i,i,i,i,i,i,i,i
COc1ccc(OCCN(C)CC(=O)Nc2c(C)cccc2C)cc1,i,i,i,i,i,i,i,i,i,i,i
CCN(CC)CCN(C(=O)c1ccc(S(=O)(=O)N2CCCC2)cc1)c1nc2cc(C)cc(C)c2s1,i,i,i,i,i,i,i,i,i,i,i
Nc1ccc2nc(C(F)(F)F)[nH]c2c1,i,i,i,i,i,i,i,i,i,i,i
CCOC(=O)N1CCN(C(=O)CCc2ccc(S(=O)(=O)NC(C)(C)C)cc2)CC1,i,i,i,i,i,i,i,i,i,i,i
COc1cccc(N2CCN(C(=O)c3oc4ccccc4c3NC(=O)Cc3ccc(OC)c(OC)c3)CC2)c1,i,i,i,i,i,i,i,i,i,i,i
O=C(CSc1nnc(Cc2ccccc2)o1)N1CCOCC1,i,i,i,i,i,i,i,i,i,i,i
COc1ccc(N2C(=O)[C@@H]3[C@H](C2=O)[C@H](C(=O)c2ccc(OC(C)=O)cc2)N2N=CC=C[C@@H]32)cc1,i,i,i,i,i,i,i,.,i,i,i
CCOC(=O)CNC(=O)Cn1cnc2c(cnn2-c2ccc(C)cc2)c1=O,i,i,i,i,i,i,i,i,i,i,i
NC1=NC(=O)/C(=C\c2ccc(O)c([N+](=O)[O-])c2)S1,i,i,i,i,i,i,i,i,i,i,i
O=C(CSc1nnc(CNc2ccccc2)o1)N1CCCc2ccccc21,i,i,i,i,i,i,i,i,i,i,i
O=C(Nc1ccc2nc(-c3ccccc3)oc2c1)c1ccco1,i,i,i,i,i,i,i,-14*,i,i,i
CC1=CC2=NC(=O)/C(=C/c3coc4ccccc4c3=O)C(=N)N2O1,i,i,i,i,i,i,i,i,i,i,i
CCCOc1ccc(CNC(=O)Cn2c(=O)oc3ccccc32)cc1,i,i,i,i,i,i,i,i,i,i,i
COc1cccc(C2CC(c3ccc(Br)cc3)=NN2C(=O)c2ccncc2)c1OC (configuration not stated),i,i,i,i,i,i,i,i,i,i,i
Cc1cccc(NC(=O)c2cn(-c3ccccc3)nc2-c2ccccc2)c1,i,i,i,i,i,i,i,i,i,i,i
C=CCN(c1ccc(F)cc1)S(=O)(=O)c1cc(C(=O)OCC(=O)N(C)C2CCS(=O)(=O)C2)ccc1Cl (configuration not stated),i,i,i,i,i,i,i,i,i,i,i
CC(=O)n1cc(Nc2ccc([N+](=O)[O-])cc2)c2ccccc21,i,i,i,i,i,i,i,i,i,i,i

# TRPC4 block, hit marks shown above
mol | TRPC4 PAM | MrgX1 antag | RGS4 inh | TRPC6 activator | ANO1 activ | TRPC4 block | MrgX1 ag
Cc1ccc(NC(=O)c2cccs2)cc1 | i | i | i | i | i | -6* | i

# Further compounds
SMILES,TRPC4 PAM,MrgX1 antag,RGS4 inh,TRPC6 inhibitor,TRPC6 activator,ANO1 block,MrgX1 PAM,ANO1 activ,TRPC4 block,TRPC4 agonist,MrgX1 ag
CCCOc1ccc(/C=C2/C(=O)ON=C2C)cc1OCC,i,i,i,i,i,i,i,i,i,i,i
CCOc1ccc(-c2nc(CN3CCCC(C(=O)N4CCOCC4)C3)c(C)o2)cc1 (configuration not stated),i,i,i,i,i,i,i,i,i,i,i
CCCOc1ccc(N2C(=O)CC(SCc3nc4ccccc4[nH]3)C2=O)cc1 (configuration not stated),i,i,i,i,i,i,i,i,i,i,i
COc1ccc(CNC(=O)Cn2cnc3c(=O)n(C)c(=O)n(C)c32)cc1,i,i,i,i,i,i,i,i,i,i,i
O=[N+]([O-])c1ccccc1N/N=C\c1ccccc1F,i,i,i,i,i,i,i,i,i,i,i
C/C(=N/NC(=O)CNC(=O)c1ccco1)c1ccco1,i,i,i,i,i,i,i,i,i,i,i
COc1cccc(-c2nn(C)c3sc(C(=O)NCc4ccc(C)cc4)cc23)c1,i,i,i,i,i,i,i,i,i,i,i
COC(=O)Cn1ncc2c(C)n(Cc3ccccc3)c(C)c2c1=O,i,i,i,i,i,i,i,i,i,i,i
CCOc1ccc(/C(C)=N/N2C(=O)C(CC(=O)Nc3ccc(OC)cc3[N+](=O)[O-])SC2=Nc2cccc(C)c2C)cc1 (configuration not stated),i,i,i,i,i,i,i,i,i,i,i
Cn1c(-c2ccccc2)cc(=O)c2ccccc21,i,i,i,i,i,i,i,i,i,i,i
CCNCc1cc(OCC)c(OCC(=O)NCCc2ccccc2)cc1Cl,i,i,i,i,i,i,i,i,i,i,i
CC(=O)NC1=NN(C(C)=O)C(C)(c2ccc3ccccc3c2)S1 (configuration not stated),i,i,i,i,i,i,i,i,i,i,i
CCN(CC(=O)Nc1ccc(NC(C)=O)cc1)C(=O)Cc1ccc(Cl)c(Cl)c1,i,.,i,i,i,.,.,i,i,i,.
CCC1=C2CC[C@H]3C(=O)N(c4ccccc4)C(=O)[C@H]3[C@H]2[C@@]2(C)C(=NCC3CC3)OC(=O)N2C1=O,i,i,i,i,i,i,i,i,i,i,i
O=c1[nH]c(CN2CCN(C/C=C/c3ccccc3)CC2)nc2ccccc12,i,i,i,i,i,i,i,i,i,i,i
O=C(/C=C/c1ccc([N+](=O)[O-])s1)N1CCN(c2ccccc2)CC1,i,i,i,i,i,i,i,i,i,i,i
CCOCCCNC(=O)C(Cc1ccccc1)NS(=O)(=O)c1cccc2nsnc12 (configuration not stated),i,i,i,i,i,i,i,i,i,i,i
COc1ccccc1NC(=O)CSc1c2c(nc3ccccc13)CCC2,i,i,i,i,i,i,i,i,i,i,i
CCCCOc1ccc(OCCNC(=O)c2ccco2)cc1,i,i,i,i,i,i,i,i,i,i,i
